# Screens as filed in PubChem.
# SUMO Mot1 rescue – blocks SUMOylation pathway, rescuing yeast Mot1-301 growth; S. cerevisiae Mot1-301 growth rescue, ATP luminescence, 38.5C; percent above DMSO median, 100 means doubled; growth rescue, % at 18.8 µM; 320,000 tested, 1% active; AID 2716;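 active = every valid replicate shows activation above 250% relative to neutral control wells; inactive = the rest, any valid replicate at or below 250%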;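 note: OY570 slx delta 5 strain wells were the positive control but not used for scaling; some compounds called inactive have numbers as strong as hits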
# PfHsp90 yeast 2 – reduces growth (ATP signal) of yeast expressing P. falciparum Hsp90. S. cerevisiae expressing PfHsp90, BacTiter-Glo ATP, 48 h; yeast lacking PDR1 and PDR3 efflux regulators. inhibition, % at 9.4 µM. 310,000 tested, 0.32% active;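 active = every replicate shows inhibition above about 80%, whatever the replicate mean, limit read from the data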;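 note: 0% = DMSO neutral controls and 100% = 20 µM radicicol positive controls; yeast relying on Plasmodium falciparum Hsp90 in place of its own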
# Arrestin-AP2 inh – inhibitors of human beta-arrestin and AP2 interaction | FITC-arrestin peptide / GST-AP2 beads, flow cytometry; AP2 beta2 appendage carries R879A mutation | inhibition, % at 10 µM | 340,000 tested, 0.31% active;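 active = inhibition above a set limit, near 3 SD of compounds lacking own fluorescence, cut at about 54% in these data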;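 note: plate controls were DMSO wells for no effect and 5 µM unlabelled arrestin peptide for full effect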
#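 System: GST-AP2 R879A glutathione beads. Medium: PBS with 0.05% Tween 20 and 0.1% BSA. Also added: FITC-arrestin peptide, 50 nM. Incubation: 12 min plus 1 h, RT. Measured by: high-throughput flow cytometry of beads, ex 488, em 535 nm. Evaluation: percent drop in bead-associated FITC signal.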
# DSG3 Ab inh – human desmoglein-3 autoantibody binding inhibition; 310,000 tested, 0.48% active; binding (percent of control), % at 10 µM; DSG3-coupled beads, scFv-anti-DSG3-GFP binding, flow cytometry; stronger effect = lower value; P32926;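 active = binding more than 3 SD below its plate's average and above zero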;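 note: hits lower antibody fragment binding to DSG3; some compounds called inactive have numbers as strong as hits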
# Target sequence (P32926 whole entry, looked up, the tested form may be a part): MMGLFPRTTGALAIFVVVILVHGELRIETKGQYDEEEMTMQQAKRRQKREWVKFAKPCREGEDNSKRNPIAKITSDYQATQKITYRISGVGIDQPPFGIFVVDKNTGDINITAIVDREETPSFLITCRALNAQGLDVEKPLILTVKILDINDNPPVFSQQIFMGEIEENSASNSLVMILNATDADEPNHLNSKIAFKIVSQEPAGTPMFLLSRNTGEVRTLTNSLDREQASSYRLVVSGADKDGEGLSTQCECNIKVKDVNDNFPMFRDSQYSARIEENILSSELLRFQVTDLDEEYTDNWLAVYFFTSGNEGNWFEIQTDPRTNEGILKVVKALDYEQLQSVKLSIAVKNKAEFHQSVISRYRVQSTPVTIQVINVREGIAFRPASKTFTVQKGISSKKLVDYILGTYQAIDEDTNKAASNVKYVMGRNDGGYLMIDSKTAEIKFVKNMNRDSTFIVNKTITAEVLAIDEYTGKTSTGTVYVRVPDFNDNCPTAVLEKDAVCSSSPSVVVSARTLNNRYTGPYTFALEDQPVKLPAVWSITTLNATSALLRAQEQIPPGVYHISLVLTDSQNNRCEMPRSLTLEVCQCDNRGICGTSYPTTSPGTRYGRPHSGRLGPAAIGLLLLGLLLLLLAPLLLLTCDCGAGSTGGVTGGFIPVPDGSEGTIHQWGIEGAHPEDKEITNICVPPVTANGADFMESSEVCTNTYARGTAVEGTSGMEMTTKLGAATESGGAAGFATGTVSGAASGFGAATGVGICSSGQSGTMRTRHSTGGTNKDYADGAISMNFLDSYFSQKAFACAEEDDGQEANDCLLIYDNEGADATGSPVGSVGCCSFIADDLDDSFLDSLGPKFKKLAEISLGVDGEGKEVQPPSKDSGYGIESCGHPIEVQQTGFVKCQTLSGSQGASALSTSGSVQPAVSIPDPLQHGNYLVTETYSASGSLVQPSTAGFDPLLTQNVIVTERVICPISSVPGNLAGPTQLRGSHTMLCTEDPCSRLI
# OPRM1-OPRD1 ag – OPRM1-OPRD1 heterodimerization agonism | P35372+P41143 | cells, luminescence | activation, % at 9.3 µM | 340,000 tested, 0.3% active; in the data active = activation above about 18%;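 note: 0% = vehicle-treated cells and 100% = reference agonist; values of inactives mirror those of a sister screen read the other way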
# PKA-R1A activ – PKA-R1A complex activation; P00514+P68181; activation, % at 11.4 µM; AID 504707; PKA-R1A dissociation, Cy5-IP20 fluorescence polarization; scaled: DMSO 0%, 113 µM cGMP 100%; 340,000 tested, 0.083% active;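 active = percent activation above the mean of all tested compounds plus 3 SD, cut at about 19% in these data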;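 note: higher means more PKAc released from R1A so a rise in polarization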
# AddAB inh – less growth of phage-infected E. coli with AddAB | E. coli expressing H. pylori AddAB, absorbance growth | inhibition, % at 11.9 µM | 330,000 tested, 0.29% active | AID 435030; in the data active = inhibition above about 12%;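 note: 0% = vehicle wells of infected cells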
# Tat transport – E. coli Tat transport inhibition; 340,000 tested, 0.036% active; AID 488895; inhibition, % at 10 µM; E. coli MC4100 TorA-mCherry Tat export, fluorescence;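 active = mean replicate inhibition at least 50% and at least half of replicates individually reaching 50%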;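 note: exported cargo escapes ClpAP degradation while cytoplasmic cargo is degraded and loses fluorescence; 0% = median of neutral control wells and 100% = median of NaSCN control wells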
# phage Ecoli inh – E. coli growth loss with phage present. growth absorbance. inhibition, % at 11.9 µM. 360,000 tested, 0.26% active; in the data active = inhibition above about 11%
# Ecoli viability – reduces bacterial viability in AddAB counter-screen; E. coli V3065 growth, OD600 absorbance, 18 h; inhibition, % at 11.9 µM; 330,000 tested, 0.27% active; AID 449728;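 active = inhibition above the campaign's mean inhibition across all tested compounds plus 3 SD, cut at about 9.9% in these data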;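 note: uninfected addAB+ strain grown without phage in ampicillin broth; 0% = DMSO wells and 100% = ciprofloxacin 0.95 µg/ml wells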
# OPRM1-OPRD1 inv – inverse agonist of human OPRM1-OPRD1 heterodimerization. inhibition, % at 9.3 µM. cell-based MOR-DOR heterodimer luminescence, inverse agonism. 340,000 tested, 0.21% active. P35372+P41143; in the data active = inhibition above about 22%, passing the limit was not always enough;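 note: 0% = cells with DMSO and 100% = wells without cells with DMSO; values of inactives mirror those of a sister screen read the other way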
# * hit, by the source's call; / = no result given.
SMILES,SUMO Mot1 rescue,PfHsp90 yeast 2,Arrestin-AP2 inh,DSG3 Ab inh,OPRM1-OPRD1 ag,PKA-R1A activ,AddAB inh,Tat transport,phage Ecoli inh,Ecoli viability,OPRM1-OPRD1 inv
CS(=O)(=O)N1CCC(CO)(Cc2ccccc2C(F)(F)F)CC1,-4.0,-0.8,26.3,94.6,0.4,8.2,-1.1,-0.6,1.7,2.5,-2.2
Cc1ccc(-n2nc3c(c2NC(=O)c2ccco2)CS(=O)(=O)C3)cc1C,4.3,-3.4,-7.1,106.2,-3.1,3.1,2.0,-2.1,1.8,0.6,17.1
COc1ccc(C)cc1Nc1c2c(nc3ccccc13)CCC2,6.7,-0.9,-0.9,96.4,-3.0,9.2,1.1,0.2,2.9,1.0,17.1
CCOC(=O)c1ccc(NC(=O)CC2C(=O)N(c3ccccc3)C(=O)N2CCCOC)cc1 (stereo unspecified),-18.3,-1.1,-4.3,96.0,-2.6,-3.6,0.4,8.4,0.3,-1.9,14.0
Cc1ccc(OCC(O)CN2CCN(c3ccc(C)cc3)CC2)cc1 (stereo unspecified),6.5,-1.7,9.1,134.6,5.0,-1.8,1.8,-0.7,2.2,-1.7,-24.3
CNC(=O)C1CC(=O)N/C(=N/N=C(\C)c2cccs2)S1 (stereo unspecified),-12.2,4.3,-11.3,99.0,-3.1,1.3,-0.2,-5.1,2.5,-1.6,18.0
O=C(C1CCC1)N1CCN(Cc2ccccc2)CC1,7.3,5.5,-0.4,94.9,-2.0,-5.3,0.8,-6.6,1.0,-0.5,11.0
COc1ccccc1Oc1ccc(Oc2ccccc2OC)cc1,16.1,-44.2,-15.3,108.2,1.3,8.9,0.2,7.3,1.3,-1.4,-6.6
Nc1nonc1-n1nnc(C(=O)N/N=C/c2cccs2)c1-c1ccc2c(c1)OCO2,-3.3,11.3,-3.0,90.3,1.1,-0.4,1.0,2.1,-1.8,1.1,-5.9
Cc1cc(C)c(Cn2c(=O)n(CCCC(=O)NCc3ccco3)c(=O)c3ccccc32)c(C)c1,10.3,-14.4,1.4,/,1.5,5.3,2.7,-4.2,2.4,-0.6,-6.1
NC(=O)COC(=O)c1ccccc1Oc1ccccc1,-1.1,-8.1,1.3,96.8,-1.6,-0.9,4.6,-3.4,3.6,2.2,7.3
Cc1cccc(OCCC(=O)OC(C)C(=O)Nc2ccc(Cl)cn2)c1 (stereo unspecified),-17.8,-5.6,-11.3,94.1,8.7,6.0,-1.2,11.4,5.2,0.5,-47.0
Cc1ccc(NC(=O)CCN2C(=O)C3C4CCC(C4)C3C2=O)cc1Cl (stereo unspecified),11.0,-10.3,-0.9,101.8,1.1,-14.9,0.4,-3.9,3.1,-1.3,-5.7
O=C(CSc1nnc2n1CCCN2C(=S)Nc1ccc(Cl)cc1)c1ccccc1,-10.3,/,4.8,107.1,2.3,2.4,-0.2,-6.4,5.1,-0.8,-10.3
Cc1noc(C)c1NC(=O)Nc1cccc2c1O[C@H](CN(C)C(=O)NC(C)C)[C@@H](C)CN([C@H](C)CO)C2=O,-6.2,-1.8,27.8,101.3,-2.5,0.2,1.2,-0.9,0.9,1.3,13.8
Cn1c(O)c(N=Nc2nc(-c3ccccc3)cs2)c2ccccc21,3.2,-10.8,13.9,101.3,-3.3,4.3,1.2,-2.6,3.0,0.3,19.8
Cc1ccc(-n2cc(CN3CCN(C(=O)c4ncn[nH]4)CC3)c(-c3ccc(F)cc3)n2)cc1,4.9,10.5,-1.8,97.9,-0.5,1.9,2.3,7.9,0.5,-2.8,2.3
O=C(NCc1cccc(F)c1)C1CCC(=O)N(CC2CCCCC2)C1 (stereo unspecified),24.8,-3.3,14.7,99.8,-3.2,-1.4,4.7,-7.4,1.3,0.4,16.8
Cc1c(NC(=O)c2ccc(-c3ccc([N+](=O)[O-])cc3Cl)o2)c(=O)n(-c2ccccc2)n1C,-5.5,21.2,14.0,98.4,2.1,-14.6,2.8,-5.8,4.5,-1.2,-10.8
COc1ccc(CNC(=O)COC(=O)CCc2nc3ccccc3c(=O)[nH]2)cc1,-0.8,-8.9,5.2,/,-1.5,-4.7,0.0,-9.3,0.8,2.6,7.0
Nc1cc(C(=O)N2CCCC2)cc(C(=O)N2CCCC2)c1,-3.9,-18.6,-9.7,115.7,-1.7,-4.7,0.4,-9.5,-1.4,-1.7,9.9
COc1ccc(NC(=O)C2CCC(=O)N2S(=O)(=O)c2ccc(C)cc2)c(OC)c1 (stereo unspecified),19.4,-7.5,7.5,98.1,-1.1,-11.0,2.7,7.3,2.4,0.5,5.9
COc1ccc(/C=C2\CCCC3C2=NN(C(=O)CSc2ncn[nH]2)C3c2ccc(OC)cc2)cc1 (stereo unspecified),-7.7,-7.4,-3.4,98.9,1.6,-3.0,0.4,17.0,3.8,-0.7,-8.6
O=C(CCc1ccccc1)NNC(=O)Nc1ccccc1,8.1,1.6,3.8,79.8,-3.5,-0.8,2.5,6.2,5.4,0.0,17.8
C(=C\c1cc(/C=C/c2ccccc2)ncn1)/c1ccccc1,-7.4,-8.4,34.5,/,-0.7,-4.4,5.1,0.9,1.8,1.6,3.6
# The listing continues:
SMILES,SUMO Mot1 rescue,PfHsp90 yeast 2,Arrestin-AP2 inh,DSG3 Ab inh,OPRM1-OPRD1 ag,PKA-R1A activ,AddAB inh,Tat transport,phage Ecoli inh,Ecoli viability,OPRM1-OPRD1 inv
CC(C)OC1(c2ccccc2)OC(=O)c2ccccc21 (stereo unspecified),-2.3,0.3,-6.2,100.4,0.5,1.5,0.9,1.5,0.3,1.0,-2.5
Cc1ccc(C)n1NC(=O)c1ccco1,0.8,-1.5,9.8,98.9,1.9,1.8,-1.9,-2.9,1.5,0.5,-10.6
O=C(CC(=O)N/N=C/c1ccc(Cl)cc1Cl)NCc1ccccc1,/,-2.4,-5.1,108.7,-0.2,-15.9,0.5,-9.8,2.5,3.6,0.9
COc1ccc2cc(C)c(SCC(=O)Nc3cc(C)on3)nc2c1,7.7,-35.7,0.1,97.9,18.4*,-10.6,-0.8,1.9,2.1,1.2,-109.8
COc1ccccc1N1CCN(CC(O)COc2ccc3c(C)cc(=O)oc3c2)CC1 (stereo unspecified),164.2,22.2,-16.6,92.7,-1.8,-4.3,-1.7,-0.3,1.2,-1.4,10.4
OCCNc1nc2ccc(Cl)cc2[nH]1,-14.6,/,-0.7,100.0,0.1,0.6,-1.0,4.6,/,-0.7,-0.4
COc1cc(OC)cc(C(=O)NCC(=O)OCC(=O)/C=C2/N(C)c3ccccc3C2(C)C)c1,77.2,/,-25.4,123.0,-1.5,-1.7,-0.5,-6.9,2.1,0.5,7.1
Cc1ccc2c(C)[nH]c(=O)cc2c1,220.5,-17.9,-4.4,108.6,0.0,5.4,3.1,9.2,-0.9,4.3,-0.2
Cc1ccc(C(C)C)cc2c(C)ccc1-2,/,-10.1,-1.2,/,-2.1,-5.7,/,-10.1,2.1,/,11.6
Cc1onc(-c2ccccc2)c1C(=O)N1CCN(S(=O)(=O)c2ccc(OC(F)(F)F)cc2)CC1,-17.0,-66.9,-4.8,103.4,2.7,8.9,6.3,-2.5,-0.8,1.6,-14.2
O=C(Cc1c[nH]c2ccccc12)N1CCc2ccccc21,22.1,2.8,2.4,97.3,0.3,-5.8,2.0,7.9,1.9,-0.9,-1.4
Cc1cccc(OCCC(=O)Nc2ccc(S(=O)(=O)N3CCCC3)cc2)c1,13.0,0.3,-10.9,108.8,0.3,-6.3,4.6,5.7,3.6,0.4,-1.4
COc1ccc(OC)c(S(=O)(=O)Nc2cccc3ccccc23)c1,-10.4,/,-3.3,104.8,/,/,0.2,/,1.5,0.8,/
CCN1C(=O)[C@H]2[C@@H](c3ccc(-c4ccc5c(c4)OCO5)c(OC)c3)N[C@@](CC(C)C)(C(=O)OC)[C@H]2C1=O,11.6,-1.2,2.0,95.5,0.1,-1.3,0.1,-1.9,1.0,-3.4,-0.8
COc1cc(N/N=C(\C)c2ccc(O)c(C)c2)nc(-c2ccccc2)n1,-3.2,-11.9,9.5,103.3,2.3,2.3,5.4,20.1,5.0,1.7,-13.3
CCn1c2ccccc2c2nnc(SCCN3CCOCC3)nc21,159.6,-11.5,35.1,116.8,-1.8,-5.0,-1.7,4.3,-0.2,-0.9,8.5
Clc1ccc(C[n+]2cc(-c3ccc(Cl)cc3)n3c2CCC3)cc1,5.1,2.8,-1.1,109.5,-2.3,-2.3,0.6,-9.0,0.5,-0.5,11.6
Cc1ccc(NC(=S)N2CCN(c3ccccn3)CC2)cc1C,1.7,-10.8,3.0,95.5,-0.6,1.5,-0.8,1.3,-1.3,-0.8,3.0
Cc1cccc(N2CCN(C(=O)C(Cc3ccccc3)n3cccc3)CC2)c1C (stereo unspecified),0.9,-2.8,19.3,92.6,6.0,6.7,-1.7,4.2,1.7,-1.1,-35.5
Cc1cccc2cn[nH]c12,-1.6,1.0,2.5,97.0,2.3,-13.3,-2.1,-1.3,3.8,-1.7,-16.1
CNC(=O)Nc1ccc2snnc2c1,0.0,3.5,-8.8,98.7,-0.7,-4.0,6.0,-9.3,2.5,2.9,3.9
COc1cccc(NC(=S)Nc2cccnc2)c1,-20.3,36.3,9.9,116.0,-2.6,-10.8,-2.1,-2.3,0.5,-1.6,13.9
COc1cccc(OC)c1C(=O)Nc1ccc(C(=O)NCc2ccccc2)cc1,-2.8,-20.2,-4.8,/,-1.2,-8.2,0.1,-0.7,0.1,-0.9,6.2
CCOc1ccc(C2C(C(=O)c3ccc(C)o3)=C(O)C(=O)N2c2cc(C)on2)cc1OC (stereo unspecified),3.3,13.9,-2.3,89.6,-2.4,1.9,0.7,-1.3,1.8,-1.4,12.1
CCc1ccc(NC2=NC(C(=O)c3ccccc3)CC(=O)N2)cc1 (stereo unspecified),-5.6,3.9,-0.8,98.4,0.4,-7.9,0.3,2.9,1.6,0.7,-2.2
O=C(CSc1nc2ccccc2o1)NCc1n[nH]c(=O)c2ccccc12,-14.4,-12.2,1.0,97.2,-2.5,6.6,5.8,-6.5,3.3,6.2,12.6
Cc1nc(-c2ccccc2)sc1C(=O)Nc1ccc(S(N)(=O)=O)cc1,-1.5,12.1,-12.7,96.4,-2.4,-1.7,-2.0,-9.7,2.0,-0.1,10.7

# Random draw from the library, and some 2.8% of all compounds hit somewhere here.
